RXFP1 antagonist: antagonists of human relaxin receptor RXFP1. actives 0.59% (n = 350,000). HEK293-RXFP1, relaxin-stimulated cAMP HTRF, 30 min; hits give low values. Q9HBX9. activity change, negative = inhibition, % at 57.5 µM;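 active = activity change of -60% or lower, but not beyond a set lower limit; inconclusive = change between -60% and -40%, or beyond the set limit; inactive = change above -40%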; also: % is scaled to controls: 0 for no effect and ±100 for the full control effect
Target sequence (Q9HBX9 whole entry, looked up): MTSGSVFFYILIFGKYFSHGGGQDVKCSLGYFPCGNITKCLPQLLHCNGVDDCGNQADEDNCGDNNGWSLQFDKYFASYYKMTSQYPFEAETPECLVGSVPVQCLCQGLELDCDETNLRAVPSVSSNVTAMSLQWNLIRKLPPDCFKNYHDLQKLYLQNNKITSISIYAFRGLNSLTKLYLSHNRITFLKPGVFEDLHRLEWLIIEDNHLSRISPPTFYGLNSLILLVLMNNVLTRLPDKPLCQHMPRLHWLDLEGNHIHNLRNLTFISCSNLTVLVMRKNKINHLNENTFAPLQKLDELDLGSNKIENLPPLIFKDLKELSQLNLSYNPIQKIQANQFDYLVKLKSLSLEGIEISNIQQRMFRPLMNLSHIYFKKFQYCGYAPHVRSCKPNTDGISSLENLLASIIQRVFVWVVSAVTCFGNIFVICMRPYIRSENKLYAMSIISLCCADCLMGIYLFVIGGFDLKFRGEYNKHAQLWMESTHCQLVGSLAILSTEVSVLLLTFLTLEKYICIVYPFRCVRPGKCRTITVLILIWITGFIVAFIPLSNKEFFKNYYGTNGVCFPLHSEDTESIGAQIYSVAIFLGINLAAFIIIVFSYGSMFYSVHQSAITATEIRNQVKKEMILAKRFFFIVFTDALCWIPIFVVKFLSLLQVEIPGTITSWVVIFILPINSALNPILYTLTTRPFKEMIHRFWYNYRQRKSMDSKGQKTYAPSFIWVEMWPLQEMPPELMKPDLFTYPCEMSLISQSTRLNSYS
D2 PAM: positively modulates the human D2 dopamine receptor allosterically | P14416 | HEK293 T-REx D2, calcium flux, EC20 dopamine potentiation | potentiation, % at 10 µM | actives 0.34% (n = 340,000) | AID 485347;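 active = potentiation over 3 SD above the plate norm, cut at about 30% in these data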; also: 0% is about no effect
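Calcium flux readout, no-wash dye, 1 read/s. Inducible HEK293 Trex D2 line, overnight 30 C. Compound alone 180 s (agonist flags), then EC20 dopamine, another 180 s to score potentiation.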
D1 antag: antagonists of human D1 dopamine receptor. HEK293 TREx D1 cells, calcium flux, dopamine EC80; hits give low values. activity change, negative = inhibition, % at 10 µM. actives 3.2% (n = 360,000); in the data active = activity change below about -30%; also: % is scaled to controls: 0 for no effect and ±100 for the full control effect
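Inducible Hek293 Trex D1 cells (tetracycline, overnight, 30 C). Calcium dye 30–90 min RT. Antagonist mode: EC80 dopamine added after 180 s compound read.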
GRP78 ERSR act: induces the endoplasmic reticulum stress response in human glioma cells | U87-MG GRP78 promoter luciferase reporter, 16 h | Potency, µM, inactives show top-dose activation, usual class: activators | actives 0.02% (n = 420,000); also: potency is read from the fitted curve at half-maximal effect; series mostly up to about 76 µM; % of control where 0% means no effect; nearly all actives have a fitted effect of over 35% in size
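Stably transfected U87-MG glioma cells carrying a GRP78-based luciferase sensor; 16 h compound incubation. Luminescence end-point read 10 min after Bright-Glo addition at room temperature.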
Vif-APOBEC3G blk: inhibitors of Vif-APOBEC3G interaction; Q9HC16; HeLa A3G-eYFP + Vif (tagged APOBEC3G with the HIV-1 protein that degrades it), YFP fluorescence, overnight; Potency, µM (highest dose often 46.1 µM), for the others: at the highest dose activity, negative = active, actives largely listed as inhibitors; actives 0.076% (n = 410,000); AID 602310;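 also: potency is read from the fitted curve at half-maximal effect; % is scaled to controls: 0 for no effect and ±100 for the full control effect; nearly all actives have a fitted effect of over 60% in size; hits raise eYFP signal because A3G escapes Vif-driven loss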
Target sequence (Q9HC16 whole entry, looked up): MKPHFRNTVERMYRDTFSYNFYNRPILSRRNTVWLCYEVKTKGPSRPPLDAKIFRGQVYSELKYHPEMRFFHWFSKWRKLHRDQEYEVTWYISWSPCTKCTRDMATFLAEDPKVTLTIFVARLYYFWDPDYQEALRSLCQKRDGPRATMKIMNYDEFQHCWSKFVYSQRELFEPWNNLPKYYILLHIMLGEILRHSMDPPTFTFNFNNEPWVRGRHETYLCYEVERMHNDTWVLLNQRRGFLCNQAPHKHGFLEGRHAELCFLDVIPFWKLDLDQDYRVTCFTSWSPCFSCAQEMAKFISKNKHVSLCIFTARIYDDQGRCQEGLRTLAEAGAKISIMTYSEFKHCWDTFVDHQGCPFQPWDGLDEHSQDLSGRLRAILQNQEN
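HeLa cells stably expressing Vif and C-terminally eYFP-tagged A3G, seeded overnight at 37 deg C, then exposed to compound by pintool overnight at 37 deg C. Rise in yellow fluorescence (Ex 488/Em 500-530, Acumen) marks blocked Vif-driven A3G degradation.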
RXFP1 ag: RXFP1 (human) receptor agonism | Q9HBX9 | HEK293T-RXFP1 cAMP TR-FRET, 30 min; response scale: percent of porcine relaxin response, buffer zero | Potency, µM (highest dose often 57.5 µM), for the others: at the top dose activation, actives largely listed as activators | AID 2676 | actives 0.3% (n = 370,000); also: potency is read from the fitted curve at half-maximal effect; % is scaled to controls: 0 for no effect and ±100 for the full control effect; nearly all actives have a fitted effect of over 60% in size; many of its hits are not listed in these tables
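HEK293 cells stably expressing RXFP1, treated 30 min at 37C with compounds plus PDE4 inhibitor Ro 20174; cAMP measured by HTRF TR-FRET. Normalized to buffer and 29 nM porcine relaxin; EC50 by Hill fit.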
Vif-APOBEC3F blk: inhibitors of Vif-A3F interaction. HeLa A3F-eYFP + Vif (tagged APOBEC3F with the HIV-1 protein that degrades it), YFP fluorescence increase. Potency, µM (top dose mostly 46.1 µM), inactives show top-dose activity, negative = active. actives 0.2% (n = 390,000); also: potency is read from the fitted curve at half-maximal effect; % of control where 0% means no effect; nearly all actives have a fitted effect of over 65% in size
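HeLa cells stably expressing A3F-eYFP plus Vif, plated and incubated overnight at 37 deg C, then exposed to compounds overnight at 37 deg C. Blocked degradation read as raised yellow fluorescence (Ex 488/Em 500-530).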
D1 PAM: human D1 dopamine receptor positive modulation | P21728 | HEK293 TREx D1 cells, calcium flux, dopamine EC20 potentiation | potentiation, % at 10 µM | actives 0.036% (n = 360,000) | AID 504651; in the data active = potentiation above about 30%; also: 0% is about no effect
D1 agonist: agonists of human D1 dopamine receptor. HEK293 T-REx D1 cells, calcium flux, agonist mode. actives 1% (n = 360,000). activation, % at 2 µM. AID 504660; in the data active = activation above about 30%; also: 0% is about no effect
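Agonism was scored from calcium flux recorded over 180 s (1 read/s) after pintool compound addition, following a 10-cycle baseline. Cells were inducible force-coupled HEK293 TREx D1, plated overnight at 30 C and loaded with no-wash calcium dye.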
The depositor's hits bear a star; ? = inconclusive; / = no result given; & = joins results of further samples. Unless noted, calls follow the shape of the dose curve; as a rule, active = well fitted curve in the direction sought with a large enough effect; inconclusive = small, poorly fitted or top-dose-only effect, or another doubt; inactive = no such curve, though single readings can be large; an effect the other way counts as inactive or inconclusive. The list is partial, so the mix of outcomes need not match the whole.

compound | RXFP1 antagonist | D2 PAM | D1 antag | GRP78 ERSR act | Vif-APOBEC3G blk | RXFP1 ag | Vif-APOBEC3F blk | D1 PAM | D1 agonist
Cn1c(=O)c2c(nc(NCc3ccc4c(c3)OCO4)n2Cc2ccccc2F)n(C)c1=O | -7 | 4 | 9 | -3% | -15% | 9.4% | 5% | -3 | 1
N#CCCN1CCN(S(=O)(=O)c2ccc(S(=O)(=O)N3CCCCCC3)cc2)CC1 | -11 | 8 | 20 | -2% | -1% | 0.0% | -7% | -8 | -1
CC(C)(C)C(=O)Nc1cc(S(=O)(=O)N2CCCCC2)ccc1N1CCCCC1 | -16 | 25 | 3 | -7% | -5% | 1.7% | 2% | -1 | 3
O=C(NCCN1CCOCC1)c1ccc(F)cc1 | -1 | 1 | 2 | -1% | 1% | -1.7% | 0% | -1 | 1
CC(=O)c1[nH]c(C)c(C(=O)N2CCCC(Nc3ccc(C(C)C)cc3)C2)c1C (configuration not stated) | 5 | 4 | 2 | -5% | -4% | 0.2% | -7% | -3 | 2
O=C(CCN1CCN(c2ccccc2F)CC1)Nc1ccccc1F | -1 | -2 | 6 | -1% | 2% | 1.6% | 1% | -7 | 0
Cc1nc2ccn(Cc3ccccc3)c(=O)c2cc1C(=O)N1CCN(c2ccccc2)CC1 | 52 | -2 | -6 | -2% | -8% | 1.0% | 2% | -2 | -1
Cc1cc(C)cc(Nc2c(F)c(F)c(F)c(F)c2C(=O)O)c1 | -16 | 2 | 45 | 0% | 5% | 1.3% | 7% | -4 | 2
COc1ccc(C2C(C#N)=C(N)N(c3sc4c(c3C#N)CCCC4)C3=C2C(=O)CC(C)(C)C3)cc1 (configuration not stated) | 5 | -10 | 1 | 0% | -1% | -0.5% | -7% | -9 | 2
CCc1cccc(C)c1NC(=O)c1cc(CN2CCCC2)on1 | -2 | 0 | 3 | -2% | 4% | -3.6% | 4% | 0 | 2
Cc1c(Br)c([N+](=O)[O-])nn1C(C)C(=O)NCc1cccs1 (configuration not stated) | 0 | -5 | -1 | -4% | -1% | -0.9% | -3% | 6 | 0
CCCc1nnc(NC(=O)CSc2nc3ccccc3[nH]2)s1 | 5 | 5 | -17 | 0% | -7% | 1.5% | 8% | -5 | 18

Later entries
compound | RXFP1 antagonist | D2 PAM | D1 antag | GRP78 ERSR act | Vif-APOBEC3G blk | RXFP1 ag | Vif-APOBEC3F blk | D1 PAM | D1 agonist
OCCNCCCCSc1ccc(Cl)cc1 | -4 | -15 | 1 | -4% | 1% | 0.9% | -2% | 3 | 6
CN(c1ccccc1)S(=O)(=O)c1cccc(NC(=O)c2cc(=O)c3ccccc3o2)c1 | -32 | 5 | -34* | -4% | 3% | 0.6% | 6% | -6 | 4
CC1=Nc2cc(C(=O)NCCN3CCOCC3)ccc2Sc2c(C)ccc(C)c21 | -1 | 1 | 2 | -5% | ? | 0.0% | -3% | -7 | 0
CC1CCCN(C(=O)CNC(=O)c2cccs2)C1 (configuration not stated) | 1 | 11 | -3 | -1% | 0% | 0.1% | -4% | / | 3
Cc1ccc(C(=O)N/N=C\c2ccc[nH]2)cc1[N+](=O)[O-] | 13 | -18 | -4 | -2% | -3% | -1.8% | 0% | -1 | 6
O=C(Nc1cccc(C(F)(F)F)c1)C1CCN(S(=O)(=O)c2cnc[nH]2)CC1 | 2 | -9 | 18 | -6% | 1% | 0.9% | 2% | -1 | 2
COc1cc(NC(=O)Nn2cnnc2)cc(OC)c1OC | -12 | 24 | 11 | -3% | 1% | 3.7% | 10% | -5 | -1
O=Nc1ccc(O)c2ncccc12 | -7 | 4 | -1 | -12%&-12% | ? | 0.1% | -1% | 1 | 1
CC1(C)CN=C(N(Cc2ccccc2)C(=O)Nc2ccccc2)S1 | 15 | 6 | 2 | 7% | 0% | 0.2% | 8% | -3 | 11
Cc1ccc(S(=O)(=O)N2CCCN(C(C)c3nc4ccccc4c(=O)[nH]3)CC2)cc1 (configuration not stated) | -2 | -16 | -38* | -3% | 1% | 1.9% | -16% | -5 | 2
O=C(COc1ccccc1)N1CCN(c2ccccc2)CC1 | 1 | 1 | -35* | -1% | 1% | -0.8% | -14% | -3 | 3
S=C(c1cn(CCOc2ccccc2)c2ccccc12)N1CCCC1 | 4 | 9 | -1 | -5% | 0% | -1.2% | 7% | -2 | 5

Additional structures follow.
compound | RXFP1 antagonist | D2 PAM | D1 antag | GRP78 ERSR act | Vif-APOBEC3G blk | RXFP1 ag | Vif-APOBEC3F blk | D1 PAM | D1 agonist
Clc1ccc(-c2nc(-c3ccccn3)no2)cc1Cl | -7 | 12 | -2 | -2% | 2% | -2.4% | 0% | -1 | 5
Cc1cccc(C(=O)NCCc2nnc(SCC(=O)Nc3nc(C)cs3)n2C)c1 | 12 | -3 | -4 | -4% | 1% | 1.1% | 0% | -2 | 2
COCCn1c(SCC#N)nnc1-c1ccc(OC)cc1 | 6 | -20 | -6 | -2% | 0% | 1.1% | 1% | -8 | 0
C[C@@H]1CN([C@@H](C)CO)S(=O)(=O)c2ccc(Br)cc2O[C@@H]1CN(C)Cc1ccccn1 | -2 | / | / | -4% | ? | / | -4% | / | /
COc1ccc(Br)cc1CNC(=O)C1CCCN(S(C)(=O)=O)C1 (configuration not stated) | 0 | 1 | -3 | 1% | -3% | 0.8% | -1% | 11 | 7
O=c1c2ccccc2[nH]c(=S)n1C1CCCCC1 | -39 | -3 | -10 | -1% | 0% | -1.3% | 3% | 11 | -1
COc1cccc(C(=O)Nc2cc(C)on2)c1OC | -27 | -5 | 0 | -1% | 0% | -0.5% | 9% | -5 | 5
CCOC(=O)CNC(=O)C(Cc1ccccc1)NS(=O)(=O)c1cccs1 (configuration not stated) | -1 | 1 | -10 | -1% | 0% | -0.9% | -6% | -2 | 2
Cc1nc2cccnc2n1C1CCN(S(=O)(=O)c2ccc(Cl)cc2)CC1 | 0 | / | 9 | -4% | 3% | 0.4% | 1% | 4 | 16
CCN1CCN(c2cc(C)c3cc(NC(=S)N(C)Cc4ccccc4)ccc3n2)CC1 | -5 | -11 | 2 | -6% | -2% | 0.1% | 2% | -10 | 2
O=C1CC(c2ccc(F)cc2F)c2cc3c(cc2N1)OCO3 (configuration not stated) | / | -2 | -9 | -3% | 2% | -3.1% | -4% | 0 | 7
CC(=O)c1cccc(NC(=S)Nc2cccc3ccccc23)c1 | 9 | 10 | 5 | 6% | 1% | 3.9% | -10% | 1 | 1

Reprinted at random: 2 records from the list.
compound | RXFP1 antagonist | D2 PAM | D1 antag | GRP78 ERSR act | Vif-APOBEC3G blk | RXFP1 ag | Vif-APOBEC3F blk | D1 PAM | D1 agonist
O=C(Nc1cccc(C(F)(F)F)c1)C1CCN(S(=O)(=O)c2cnc[nH]2)CC1 | 2 | -9 | 18 | -6% | 1% | 0.9% | 2% | -1 | 2
COc1cccc(C(=O)Nc2cc(C)on2)c1OC | -27 | -5 | 0 | -1% | 0% | -0.5% | 9% | -5 | 5

Filtered by structure, the compounds so far with bromine
compound | RXFP1 antagonist | D2 PAM | D1 antag | GRP78 ERSR act | Vif-APOBEC3G blk | RXFP1 ag | Vif-APOBEC3F blk | D1 PAM | D1 agonist
Cc1c(Br)c([N+](=O)[O-])nn1C(C)C(=O)NCc1cccs1 (configuration not stated) | 0 | -5 | -1 | -4% | -1% | -0.9% | -3% | 6 | 0
C[C@@H]1CN([C@@H](C)CO)S(=O)(=O)c2ccc(Br)cc2O[C@@H]1CN(C)Cc1ccccn1 | -2 | / | / | -4% | ? | / | -4% | / | /
COc1ccc(Br)cc1CNC(=O)C1CCCN(S(C)(=O)=O)C1 (configuration not stated) | 0 | 1 | -3 | 1% | -3% | 0.8% | -1% | 11 | 7

Next part
Fields: RXFP1 antagonist, D2 PAM, D1 antag, GRP78 ERSR act, Vif-APOBEC3G blk, RXFP1 ag, Vif-APOBEC3F blk, D1 PAM, D1 agonist
Oc1ccc(Cl)cc1CNCc1cccc2ccccc12
    /, -11, 7, -5%, 0%, -0.1%, -21%, -2, 4
COc1ccc(-c2cc3ccc(OC(C)C(=O)O)cc3oc2=O)cc1 (configuration not stated)
    13, /, -30*, -2%, -2%, ?, -10%, -6, 4
O=C(/C=C/c1cccs1)c1cc(Cl)ccc1OC(=O)N1CCOCC1
    6, 7, 12, -16%, -6%, 2.0%, 3%, -1, 2
O=C(NC1CCCc2ccccc21)c1cn2ccccc2n1 (configuration not stated)
    11, 13, 12, 17%, 0%, 0.6%, -3%, -7, 1
COCCNC(=O)CSc1ccccc1C(=O)O
    -3, 2, 5, 5%, 3%, -0.2%, ?, 18, 4
O=C(NCCSc1ccc(Br)cc1)c1ccccc1
    -17, -3, -8, -3%, -2%, 0.0%, 5%, -5, -1
Cc1cc(=O)c2cc(C(=O)Nc3ccccc3C)ccc2[nH]1
    -1, 1, -21, -3%, -16%, -0.7%, -7%, -2, 3
CCOc1ccc(NC(=O)C(=O)NCC(c2cccnc2)N2CCc3ccccc32)cc1 (configuration not stated)
    -64*, 13, 2, -6%, -3%, 1.0%, 3%, -1, 3
COc1ccc2nc(NC(=O)c3ccc(NC(=O)C4CCCO4)cc3)sc2c1 (configuration not stated)
    -4, 3, -1, 3%, -2%, 8.6%, 29%, -1, 4
COc1cc2c(cc1OC)CN(C(=S)Nc1cccc(Cl)c1C)CC2
    0, -22, -5, -4%, 1%, 1.1%, 4%, -3, 8
COc1ccc(C(CCNC(C)c2ccccc2)c2ccc(F)cc2)cc1 (configuration not stated)
    -66*, -16, 0, -10%, -11%, -1.9%, -17%, 4, 56*
CC(NC(=O)COC(=O)c1cc2ccccc2cc1O)c1ccccc1 (configuration not stated)
    -18, 15, -5, -1%, 1%, -0.1%, -5%, -3, 10
Cc1nn2c(=O)cc(COC(=O)c3ccccc3NC(=O)COc3ccccc3C)nc2s1
    2, 0, -3, 0%, 2%, 8.5%, 0%, -1, 2
O=C1CCC/C(=N\NC(=O)COc2ccc(Cl)cc2)C1
    5, 15, -17, 1%, 6%, 1.4%, -8%, -3, 3
C=CCc1c(C)[nH]c(=O)[nH]c1=O
    -13, 4, 9, -3%, 0%, 2.0%, -1%, -7, 2
COc1cccc(CN2CCC(Oc3ccc(C(=O)N4CCCCC4)cc3)CC2)c1
    -3, -2, -11, 1%, 0%, 0.1%, -3%, -2, 0
CC(c1ccccc1C(O)(c1ccccc1)c1ccccc1)N(C)C (configuration not stated)
    -34, 1, -39*, ?, -1%, 0.0%, -3%, -3, 100*
